TcdB GH inh – blocks C. difficile toxin B glycohydrolase activity. 350,000 compounds, 0.24% hits. P18177. AID 652162. TcdB glycohydrolase enzymatic assay, plate reader. inhibition, % at 9.99 µM; in the data active = inhibition above about 10%
Anthrax LF prot – anthrax lethal factor protease inhibition; 360,000 compounds, 0.12% hits; P15917; inhibition, % at 10 µM; multiplex microsphere protease cleavage assay, LF; note: plate controls were buffer without enzyme for full effect and enzyme alone for no effect
Target sequence (P15917 whole entry, looked up): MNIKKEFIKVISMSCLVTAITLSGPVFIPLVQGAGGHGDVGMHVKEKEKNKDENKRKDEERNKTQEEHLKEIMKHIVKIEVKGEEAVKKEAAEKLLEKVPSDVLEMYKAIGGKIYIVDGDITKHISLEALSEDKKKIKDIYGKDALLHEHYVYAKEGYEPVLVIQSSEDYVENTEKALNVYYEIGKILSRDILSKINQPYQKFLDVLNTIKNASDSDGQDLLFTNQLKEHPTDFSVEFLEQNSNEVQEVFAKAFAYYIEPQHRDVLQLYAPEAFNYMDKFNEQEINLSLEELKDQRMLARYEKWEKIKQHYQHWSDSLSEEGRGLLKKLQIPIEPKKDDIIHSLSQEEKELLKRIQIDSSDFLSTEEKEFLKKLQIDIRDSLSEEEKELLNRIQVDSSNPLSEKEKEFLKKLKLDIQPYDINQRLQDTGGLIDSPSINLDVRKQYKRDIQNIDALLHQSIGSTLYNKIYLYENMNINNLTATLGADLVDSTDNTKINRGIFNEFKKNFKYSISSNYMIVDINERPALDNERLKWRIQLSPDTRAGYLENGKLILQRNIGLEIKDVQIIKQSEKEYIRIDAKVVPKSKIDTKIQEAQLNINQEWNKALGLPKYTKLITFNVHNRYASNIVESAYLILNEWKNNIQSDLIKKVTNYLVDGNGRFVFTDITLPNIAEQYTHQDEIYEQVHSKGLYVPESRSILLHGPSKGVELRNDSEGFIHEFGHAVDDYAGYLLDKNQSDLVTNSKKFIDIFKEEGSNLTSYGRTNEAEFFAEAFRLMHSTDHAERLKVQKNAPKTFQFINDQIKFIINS
PfHsp40 rescue – compounds rescuing yeast from Plasmodium falciparum HSP40 toxicity. S. cerevisiae expressing PfHsp40, growth rescue, ATP luminescence. growth rescue, % at 12.5 µM. 340,000 compounds, 0.68% hits; in the data active = growth rescue above about 28%, passing the limit was not always enough;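 note: yeast W303a lacking pdr1 and pdr3 grown in galactose medium; growth measured after three days at 30 °C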
BoNT-A LC inh2 – blocks Botulinum neurotoxin A light chain protease | multiplex microsphere protease substrate cleavage, flow cytometry | inhibition, % at 10 µM | 360,000 compounds, 0.17% hits | AID 588499; note: plate controls were buffer without enzyme for full effect and enzyme alone for no effect
3CLpro inhibitor – SARS-CoV 3CLpro protease inhibition | P0C6X7 | recombinant SARS-CoV 3CLpro, quenched FRET peptide cleavage | inhibition, % at 6 µM | 290,000 compounds, 0.14% hits; in the data active = inhibition above about 12%
BH1578 lux ind – inducers of Vibrio cholerae quorum light production without autoinducers. 350,000 compounds, 0.16% hits. V. cholerae BH1578 lux reporter, luminescence, 6 h. activation, % at 18.7 µM; in the data active = activation mostly above about 9.7%, no sharp cut-off; note: not every result past the cut was called active; inactives centre near 0; reference of the scale not given here
Y pestis TopoI – blocks Yersinia pestis topoisomerase I activity | Y. pestis Topo-I cleavage product accumulation, plate reader | activity, % at 10 µM | 360,000 compounds, 0.064% hits; in the data active = activity above about 50%, passing the limit was not always enough; note: inactives centre near 2
PrPC surface inh – reduces human prion protein on the cell surface; cell surface PrPC, TR-FRET read-out; inhibition, % at 13.8 µM; 370,000 compounds, 0.43% hits; AID 720596; in the data active = inhibition above about 24%; note: 0% = median of the test wells and 100% = reference compound wells
SSB-PriA inh – blocks PriA binding to SSB C-terminal tail. AlphaScreen SSBct-PriA binding, biotinylated peptide. inhibition, % at 33 µM. 430,000 compounds, 0.6% hits; in the data active = inhibition mostly above about 37%, no sharp cut-off; inactive = mostly below about 20%;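 note: plate controls were negative control peptide for no effect and reference peptide for full effect; strong numbers were not always called active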
Active calls of the source: *; i = inactive; . = not tested or not shown; & = joins results of further samples. Cut-off read from the data, not from the text of the source, unless noted: active = inhibition above about 30%; inconclusive = no clear call, values can overlap the other calls; inactive = below that.

Compound,TcdB GH inh,Anthrax LF prot,PfHsp40 rescue,BoNT-A LC inh2,3CLpro inhibitor,BH1578 lux ind,Y pestis TopoI,PrPC surface inh,SSB-PriA inh
CCCCCCN1CCN(C2CN(Cc3cn(CCCC(=O)OC)nn3)S(=O)(=O)C2)CC1 (stereo not given),1.4,-1,.,-0.4,.,.,.,-9,.
O=C(NNC(=O)C1CC1)c1cc(=O)[nH]c2ccccc12,0.5,4,-0.1,0.7,.,-7.1,4,-7,-14
O=C(NCCCN1CCOCC1)c1cccc(S(=O)(=O)N2CCN(c3ccccc3)CC2)c1,6.3,-4,.,-2.6,.,-0.7,-14,-4,-1
CCOc1ccc(CCNC(=O)C2CC(=O)N(Cc3ccc(OC)cc3)C2)cc1OCC (stereo not given),0.1,-2,-1.7,2.1,-5,-11,0,2,-9
CCCCn1nnnc1C(CCSC)N1CCC(n2c(=O)[nH]c3ccccc32)CC1 (stereo not given),1.6,4,.,0.1,.,.,.,1,.
O=C(O)C1c2ccccc2C(=O)N(Cc2ccc(F)cc2)C1c1ccncc1 (stereo not given),0.3,.,.,.,3,-0.6,4,4,-1
CCCCCC(=O)N1C[C@H](n2cc(COC(=O)c3ccccc3)nn2)[C@@H](O)C[C@@H]1c1ccc(OC)cc1,0.6,2,.,0.2,.,-0.4,-2,-7,.
O=C1CC(c2ccccc2)=C(c2ccccc2)C1,0.3,-1,0.8,0.6,.,i,6,-5,-2
COc1cc([N+](=O)[O-])cc(/C=N/NC(=O)c2ccc(C)nc2)c1O,.,0,6.5,-0.9,4,i,-3,-2,.
N#Cc1cccc2cccc(S(=O)(=O)N3CCOCC3)c12,0.8,.,0.4,.,.,-1.4,-6,-7,4
O=C(NC(=S)NC1CCS(=O)(=O)C1)c1cccs1 (stereo not given),0.5,1,0.4,-0.1,3,-0.4,-7,5,-10&5
O=C(Nc1ccc2c(c1)OCO2)N1CCN(c2ccccc2Cl)CC1,.,-5,4.5,-0.2,7,i,-3,10,15
O=C(N/N=C/C=C/c1ccccc1)c1cnccn1,.,-2,-0.8,-0.6,1,-4.5,-8,-16,.
Cc1c(NC(=O)c2cccc(NS(C)(=O)=O)c2)c(=O)n(-c2ccccc2)n1C,0.6,2,0.6,-0.5,0,-0.1,0,-1,4
COC(=O)c1nn(-c2ccc3c(c2)CCN3C(C)=O)cc1O,.,0,0.8,0.4,-2,-0.5,4,2,-13
COCCn1c(C)cc(/C=C2\NC(=S)N(C)C2=O)c1C,-0.1,5,-0.5,11,4,i,-6,-1,10
O=C(OCn1nnc2ccccc2c1=O)c1cn(-c2ccccc2)nc1-c1cccnc1,.,-1,1.1,-6.2,-5,i,8,5,-22
C/C(CC(=O)N(C(C)C)C(C)C)=N\NC(=O)COc1ccc(Cl)cc1Cl,-1.5,-5,-0.5,-0.4,5,-0.3,-6,0,.
CCCCc1nc2cc(C(=O)N3CCCC(OCCC)C3)ccc2o1 (stereo not given),1.1,-2,-1.1,-0.6,2,-0.4,20,2,-1
CCC(CC)c1nnc(NC(=O)CSCC(=O)Nc2cc(C)on2)s1,3.0,1,-0.5,-3.6,.,-0.9,3,-1,-15
Cc1ccc(-c2noc(CCC(=O)N(C)c3ccccc3C)n2)cc1,.,0,0.5,0.1,6,-0.4,33,-1,-38
O=C(CN1C(=O)c2cccc3cccc1c23)NCc1ccccn1,.,-1,7.4,0.1,4,-7.5,-4,-11,-14
O=C(Nc1cccc(Br)c1)C1CC(=O)N(C2CCCC2)C1 (stereo not given),-0.3,-12,-1.4,0.2,.,0.8,2,4,2
CCn1c(/C=C/c2cc(Br)ccc2O)nc2ccccc2c1=O,-8.2,8,0.2,-1.4,1,-0.7,0,3,0
CCCc1cc(-c2nc(-c3ccc(C)cc3)cs2)ccn1,.,-3,0.1,-0.2,0,-3.0,-7,6,-66
O=C(C1CCCN(S(=O)(=O)c2cccc3nonc23)C1)N1CCC(Cc2ccccc2)CC1 (stereo not given),.,-8,6.3,-1.1,2,i,21,-8,3
O=C(NC1CCCCC1)C1CCCN1S(=O)(=O)c1cccc2nsnc12 (stereo not given),.,3,-1.0,-0.4,-3,-0.2,8,-42,-20
Cc1ccc(C(C)C)c(OCC(=O)NNC(=O)C2CSC3(C)CCC(=O)N23)c1 (stereo not given),0.3,.,6.3,.,.,-0.2,2,-13,-3
COc1cc(N)c2ncsc2c1,0.6,4,-1.4,0.2,.,i,-6,1,12
O=C(c1cc(COc2ccc(F)cc2Cl)on1)N1CCC(c2ccncc2)CC1,1.2,-6,1.0,0.1,3,-1.3,24,9,-6
CC(=O)Nc1ccc(S(=O)(=O)N2CCN(c3cc(C)nc4ncnn34)CC2)cc1,1.1,-3,-0.4,-1.0,-2,i,-13,-7,-1
C/C=C/Cn1c(SCc2ccccc2)nc2c1c(=O)[nH]c(=O)n2C,.,-1,0.4,0.3,-1,i,-5,4,-13
C=CCn1c(N)cc(=O)nc1SC(C)C(=O)Nc1cccc2ccccc12 (stereo not given),.,-1,1.1,-0.1,1,0.6,-8,4,6
COc1ccc(-c2csc(C(C)(O)c3ccc(F)c(F)c3)n2)cc1 (stereo not given),-0.1,-6,.,-0.2,.,-1.2,1,-6,.
COc1ccc(Oc2ccccc2C=O)cc1,.,-4,9.1,-0.2,7,i,3,-7,-27
COC(=O)c1ccsc1NC(=O)CCc1ccccc1,1.8,-2,-1.0,0.0,3,-11,-2,1,-27&-21&-38
CCc1ccc(OC(C)C(=O)Nc2ccccc2C(=O)N2CCOCC2)cc1 (stereo not given),-1.1,1,-0.9,-2.5,7,-7.7,-8,4,-3
O=C(C1=C[C@@H](C2CCCCC2)C[C@@H](OCCCCO)O1)N1CCOCC1,-1.1&-1.3,-2,-1.3,-0.2,2,i,4,1,6
Cc1c(NC(=O)COc2ccc(C(C)C)cc2)c(=O)n(-c2ccccc2)n1C,2.2,1,-1.6,0.4,-5,-0.5,0,0,1
CCNc1oc(-c2ccccc2F)nc1S(=O)(=O)c1ccccc1,.,0,0.0,3.5,-3,i,15,.,-14
O=C(NCC1CCCO1)C(c1cccs1)N(C(=O)Cn1nnc(-c2cccs2)n1)C1CCCC1 (stereo not given),.,5,-1.9,-0.5,-5,-0.4,4,-1,-4
COc1ccc(S(=O)(=O)NCCc2ccco2)cc1OC,0.1,-2,0.4,0.6,7,-0.6,-2,1,-17
CCC(Oc1ccccc1)C(=O)Nc1ccccc1N1CCCCC1 (stereo not given),-0.6,-3,0.5,-4.6,1,i,46,7,-32
Cc1ccccc1-n1c(C)nc2ccccc2c1=O,-0.1,-8,-1.3,-0.2,-1,i,6,-2,-22
Cc1cc(C)nc(N/N=C/C=C/c2ccccc2)n1,.,0,-1.1,-0.1,0,-0.2,-2,6,.
CC1(C2CC2)NC(=O)N(CC(=O)N2CCN(c3ccc(F)cc3)CC2)C1=O (stereo not given),2.1,-4,-1.4,-1.5,.,i,-1,-4,-13
Cc1ccc(C(C(=O)NC(C)(C)C)N(CCCN2CCOCC2)C(=O)c2ccc(-c3ccccc3)[nH]2)o1 (stereo not given),0.8,-5,-0.2,-0.3,-2,-0.2,5,-1,-4
O=C(CSc1ccc(-c2cccnc2)nn1)N1CCCC1,4.4,-5,-0.6,0.1,-3,i,-8,-7,-19&-5
Cc1ccc(N2C(=O)NC(=O)C(CCc3ccncc3)(Cc3cccc(Cl)c3Cl)C2=O)cc1 (stereo not given),.,0,3.8,-0.1,3,-1.4,5,-3,-5
Cn1nnnc1SCC(=O)N1CCN(Cc2ccccc2)CC1,2.6,-2,0.8,0.9,-1,-0.2,7,7,-3
CC[C@H]1CN(C)C[C@@]2(C(=O)OC)Cc3c([nH]c4ccccc34)C(=O)C[C@@H]12,0.1,-1,0.4,0.2,.,-0.7,3,-5,-16
O=C(Nc1ccccc1O)c1nc(Cl)ccc1Cl,1.7,-9,0.4,-0.2,2,-0.5,-6,7,-8
O=C(NCCc1c[nH]c2ccccc12)Nc1ccccc1,.,-4,0.1,-1.3,5,i,-4,5,5

Structural class, the compounds so far containing an NH in an aromatic ring.
Compound,TcdB GH inh,Anthrax LF prot,PfHsp40 rescue,BoNT-A LC inh2,3CLpro inhibitor,BH1578 lux ind,Y pestis TopoI,PrPC surface inh,SSB-PriA inh
O=C(NNC(=O)C1CC1)c1cc(=O)[nH]c2ccccc12,0.5,4,-0.1,0.7,.,-7.1,4,-7,-14
CCCCn1nnnc1C(CCSC)N1CCC(n2c(=O)[nH]c3ccccc32)CC1 (stereo not given),1.6,4,.,0.1,.,.,.,1,.
C/C=C/Cn1c(SCc2ccccc2)nc2c1c(=O)[nH]c(=O)n2C,.,-1,0.4,0.3,-1,i,-5,4,-13
Cc1ccc(C(C(=O)NC(C)(C)C)N(CCCN2CCOCC2)C(=O)c2ccc(-c3ccccc3)[nH]2)o1 (stereo not given),0.8,-5,-0.2,-0.3,-2,-0.2,5,-1,-4
CC[C@H]1CN(C)C[C@@]2(C(=O)OC)Cc3c([nH]c4ccccc34)C(=O)C[C@@H]12,0.1,-1,0.4,0.2,.,-0.7,3,-5,-16
O=C(NCCc1c[nH]c2ccccc12)Nc1ccccc1,.,-4,0.1,-1.3,5,i,-4,5,5

An excerpt; the hit share may differ from the screen's.
